Screens deposited in PubChem by several laboratories.
TbMetRS inhib: T. brucei MetRS inhibitors, primary screen, biochemical, luminescence; methionyl-tRNA synthetase (Trypanosoma brucei brucei); purified T. brucei MetRS, ATP depletion, Kinase-Glo luminescence; inhibition, % at 11.9 µM; actives 0.4% (n = 360,000);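 active means inhibition above a per-plate cutoff of the control wells' mean inhibition plus 3 SD, cut at about 5.5% in these data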;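 further: 0% = DMSO wells median and 100% = median of wells with control inhibitor compound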
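assay system = parasite MetRS enzyme | timing = 15 min preincubation, 2 h reaction, all 25 °C | evaluation = percent inhibition relative to median high and low control wells | medium = HEPES buffer containing pyrophosphatase, BSA, spermine, DTT | compound = single dose, 11.9 µM final nominal, 0.9% final DMSO | detection = Kinase-Glo luminescence, ATP depletion format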
MsrA inh: bovine MsrA enzyme inhibitors, primary screen, biochemical, absorbance, HTS | Methionine sulfoxide reductase A (Bos taurus) | inhibition, % at 15.5 µM | actives 0.75% (n = 360,000) | purified bovine MsrA, absorbance read-out | AID 651718, 2012; in the data active means inhibition above about 4.5%;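 further: 0% = vehicle wells with enzyme and 100% = reference inhibitor wells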
Rin1-Abl PPI inh: inhibitors of Rin1-Abl protein binding, primary screen, biochemical, TR-FRET; inhibition, % at 7.35 µM; Tyrosine-protein kinase ABL1 (Homo sapiens) + Ras and Rab interactor 1 (Homo sapiens), …; actives 0.4% (n = 360,000); AID 588664, 2011; in the data active means inhibition above about 5%, passing the limit was not always enough
Target sequence (P00519 whole entry, looked up): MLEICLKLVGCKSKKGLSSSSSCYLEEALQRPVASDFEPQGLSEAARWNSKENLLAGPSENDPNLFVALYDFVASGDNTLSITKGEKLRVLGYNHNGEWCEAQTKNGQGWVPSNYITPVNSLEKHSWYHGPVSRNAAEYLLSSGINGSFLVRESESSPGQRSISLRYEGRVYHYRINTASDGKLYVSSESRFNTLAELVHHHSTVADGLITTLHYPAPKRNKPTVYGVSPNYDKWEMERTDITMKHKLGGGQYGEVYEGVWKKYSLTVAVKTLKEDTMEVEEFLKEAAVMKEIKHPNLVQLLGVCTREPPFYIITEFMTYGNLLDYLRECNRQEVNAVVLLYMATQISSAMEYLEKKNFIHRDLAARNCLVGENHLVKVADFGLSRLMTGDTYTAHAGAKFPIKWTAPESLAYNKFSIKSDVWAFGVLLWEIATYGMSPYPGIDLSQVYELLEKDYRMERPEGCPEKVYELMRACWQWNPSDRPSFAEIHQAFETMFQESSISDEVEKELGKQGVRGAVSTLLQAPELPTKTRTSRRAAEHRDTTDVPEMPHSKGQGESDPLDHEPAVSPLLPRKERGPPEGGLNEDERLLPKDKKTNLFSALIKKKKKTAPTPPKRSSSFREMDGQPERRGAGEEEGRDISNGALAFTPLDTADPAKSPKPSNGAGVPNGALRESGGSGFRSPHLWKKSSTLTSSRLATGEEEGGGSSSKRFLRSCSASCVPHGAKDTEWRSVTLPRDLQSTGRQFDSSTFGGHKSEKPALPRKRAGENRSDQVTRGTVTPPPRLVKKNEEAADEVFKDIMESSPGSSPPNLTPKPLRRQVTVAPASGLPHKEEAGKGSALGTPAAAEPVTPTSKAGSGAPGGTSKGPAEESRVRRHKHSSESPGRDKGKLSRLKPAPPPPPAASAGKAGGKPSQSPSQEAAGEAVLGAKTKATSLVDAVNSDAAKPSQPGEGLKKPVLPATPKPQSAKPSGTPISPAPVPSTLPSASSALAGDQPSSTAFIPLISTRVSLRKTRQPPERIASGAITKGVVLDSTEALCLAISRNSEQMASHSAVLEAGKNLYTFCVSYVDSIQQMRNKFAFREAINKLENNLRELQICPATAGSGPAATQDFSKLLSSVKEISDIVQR
Target sequence (Q13671 whole entry, looked up): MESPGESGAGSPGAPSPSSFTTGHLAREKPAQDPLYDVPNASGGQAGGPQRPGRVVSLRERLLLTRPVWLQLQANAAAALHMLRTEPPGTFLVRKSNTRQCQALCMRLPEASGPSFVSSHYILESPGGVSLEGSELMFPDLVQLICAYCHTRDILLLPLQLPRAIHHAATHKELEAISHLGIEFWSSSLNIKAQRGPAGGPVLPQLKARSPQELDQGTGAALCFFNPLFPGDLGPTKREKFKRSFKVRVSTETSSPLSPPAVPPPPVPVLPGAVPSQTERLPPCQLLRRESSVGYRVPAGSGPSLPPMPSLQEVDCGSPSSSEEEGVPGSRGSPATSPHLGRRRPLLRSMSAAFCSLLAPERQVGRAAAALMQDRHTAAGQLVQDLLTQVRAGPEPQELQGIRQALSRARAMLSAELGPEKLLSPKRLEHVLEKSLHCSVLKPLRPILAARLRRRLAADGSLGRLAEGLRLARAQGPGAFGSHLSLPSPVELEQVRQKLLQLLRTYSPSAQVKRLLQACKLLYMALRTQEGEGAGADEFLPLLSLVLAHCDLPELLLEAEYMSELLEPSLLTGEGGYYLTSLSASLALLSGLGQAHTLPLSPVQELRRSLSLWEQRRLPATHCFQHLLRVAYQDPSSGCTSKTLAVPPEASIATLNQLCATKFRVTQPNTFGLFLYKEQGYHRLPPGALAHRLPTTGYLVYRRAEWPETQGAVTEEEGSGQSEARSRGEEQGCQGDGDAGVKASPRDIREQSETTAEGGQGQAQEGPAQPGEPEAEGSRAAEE
PABP1 MLLE inh: inhibitors of PABP1 MLLE–PAM2 peptide binding, primary screen, biochemical, fluorescence polarization, FITC-PAM2, GST-MLLE; Polyadenylate-binding protein 1 (Homo sapiens), P11940; inhibition, % at 20 µM; actives 0.36% (n = 360,000); AID 588489, 2011; in the data active means inhibition above about 35%, passing the limit was not always enough;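 further: plate controls were DMSO wells with GST-MLLE for no effect and wells lacking GST-MLLE protein for full effect; some results filed as inactive read as strong as hits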
Neddyl block: inhibitors of cullin neddylation, primary screen, biochemical, TR-FRET, uHTS, NAE and Ubc12; calls only at 25 µM; actives 0.58% (n = 360,000); NEDD8-conjugating enzyme Ubc12 (Homo sapiens) + NEDD8-activating enzyme E1 regulatory …; AID 651699, 2012; in the data active means inhibition above about 36%
eLon inh: inhibitors of E. coli Lon protease, primary screen, biochemical, fluorescence polarization; inhibition, % at 7.94 µM; purified E. coli Lon protease; actives 0.42% (n = 360,000); P0A9M0; in the data active means inhibition above about 13%, passing the limit was not always enough;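 further: 0% = enzyme with probe and DMSO and 100% = no enzyme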
MsrA act: bovine MsrA enzyme activators, primary screen, biochemical, absorbance, HTS. purified bovine MsrA, absorbance read-out. Methionine sulfoxide reductase A (Bos taurus). activation, % at 10.6 µM. actives 0.3% (n = 360,000); in the data active means activation above about 7.5%;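 further: 0% = vehicle and 100% = reference activator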
FAS-TE inh: FAS thioesterase domain inhibitors, primary screen, biochemical, fluorescence intensity, uHTS; Fatty acid synthase (Homo sapiens), P49327; recombinant FAS-TE, OMFH fluorogenic substrate, fluorescence endpoint; inhibition, % at 15 µM; actives 0.67% (n = 360,000); AID 602261, 2012;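 active means compounds whose normalised, plate-corrected inhibition of enzyme fluorescence in the single-dose primary screen is 50% or more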;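 further: 0% = DMSO with enzyme and 100% = substrate without enzyme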
CSN deneddyl inh: inhibitors of CSN-mediated cullin deneddylation, primary screen, biochemical, fluorescence polarization, uHTS; COP9 signalosome complex subunit 5 (Homo sapiens), Q92905; Purified CSN, SCF-Nedd8-OG deneddylation; inhibition, % at 12.5 µM; actives 0.38% (n = 360,000); AID 651999, 2013;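 active means pattern-corrected inhibition above about 35%, with an unprinted fluorescence ratio check between 0.5 and 1.5, limit read from the data, passing the limit was not always enough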;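 further: 0% = enzyme with substrate and 100% = substrate without enzyme; some results filed as inactive read as strong as hits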
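test system = HEK293T-derived human Csn5 enzyme | amount = 0.24 nM Csn5 enzyme, final concentration | medium = Tris/NaCl/DTT buffer, pH 7.5 | schedule = 90 min reaction at room temperature | signal = FP | evaluation = inhibition of Csn5 cleavage, % | compound dosing = single dose of 12.5 µM compound with 0.25% DMSO | probe or stimulus = 10 nM SCFSkp2-Nedd8OG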
* marks the source's active call; other numbers are inactive results; i = inactive; · = not tested or not shown; + = active, no number.

1) O=C(Nc1c(Cl)cc(Cl)cc1-c1nc2ccccc2s1)c1ccc(Br)o1
2) CC(C)[C@@H]1C=C(C(=O)O)O[C@H](OCCCCO)C1
3) O=C(CCC(=O)N1CCN(c2ccccc2F)CC1)N1CCN(c2ccc(F)cc2)CC1
4) O=C1CCCc2c1nc(-c1ccc([N+](=O)[O-])cc1)n2O
5) Cc1ccc(NC(=O)CN(C)S(=O)(=O)c2ccc3[nH]c(=O)oc3c2)c(C)c1
6) CC(C)Oc1ccc(C(=O)NCC(=O)OCC(=O)N(C)Cc2cccs2)cc1
7) CCOc1ccccc1NC(=O)CSc1nncc2ccccc12
8) O=C(N/N=C/c1cc2c(cc1Cl)OCO2)c1cc(-c2ccccc2)n[nH]1

entry no. | 1 | 2 | 3 | 4 | 5 | 6 | 7 | 8
TbMetRS inhib | -0.5 | -0.2 | -0.3 | 0.4 | 0.0 | 0.3 | -1.0 | -0.6
MsrA inh | 2.0 | -1.6 | -0.2 | 2.8 | -0.2 | -0.5 | 1.8 | 0.0
Rin1-Abl PPI inh | -2 | 3 | 0 | 4 | -5 | -2 | -2 | -3
PABP1 MLLE inh | 7 | 3 | 2 | -3 | -18 | 12 | 2 | -9
Neddyl block | i | i | i | i | i | i | i | i
eLon inh | -5 | -2 | -2 | -6 | 3 | 4 | 13 | 2
MsrA act | -9 | -2 | -1 | -4 | -2 | -2 | -7 | -2
FAS-TE inh | 25 | -15 | -3 | -4 | -5 | -4 | 3 | 2
CSN deneddyl inh | 6 | 1 | -3 | -2 | 14 | -2 | 7 | 5

9) COc1ccc(OC)c(CN2CCN(S(=O)(=O)c3ccc(NC(C)=O)cc3)CC2)c1
10) CC1(C(=O)O)CCN1C(=O)c1ccccc1F (stereo not drawn)
11) Cc1cnc(C(=O)N2CCCC(C(=O)c3ccc(C(C)(C)C)cc3)C2)cn1 (stereo not drawn)
12) O=C(O)CC(c1ccccc1F)N1Cc2ccccc2C1=O (stereo not drawn)
13) O=c1c(-c2ccco2)nc2ccccc2n1C(c1ccccc1)c1nc2ccccc2[nH]1 (stereo not drawn)
14) N#C/C(=C\c1coc2ccc(O)cc2c1=O)C(=O)Nc1nc2ccccc2s1
15) COc1ccc(CCNC(=O)CSc2ncn[nH]2)cc1
16) NC(=O)C1CCN(C(=O)c2cc3ccccc3cc2O)CC1

entry no. | 9 | 10 | 11 | 12 | 13 | 14 | 15 | 16
TbMetRS inhib | 0.3 | 0.1 | -0.2 | -0.5 | -0.1 | 0.6 | -0.1 | 0.2
MsrA inh | 0.7 | 0.3 | -0.7 | -0.9 | 0.9 | 1.9 | -0.4 | 2.0
Rin1-Abl PPI inh | 10* | -2 | 4 | -1 | · | -2 | 1 | 0
PABP1 MLLE inh | 0 | -1 | -7 | -10 | · | i | -2 | -1
Neddyl block | i | i | i | i | i | i | i | i
eLon inh | -1 | 0 | 2 | 9 | · | -409 | -2 | 5
MsrA act | -2 | 0 | -2 | -2 | · | -10 | -1 | -3
FAS-TE inh | 0 | -5 | -15 | -7 | · | -73 | -7 | -4
CSN deneddyl inh | -6 | 1 | 1 | -1 | 22 | -79 | 2 | -1

Single records, as listed above. Screens in order: TbMetRS inhib	MsrA inh	Rin1-Abl PPI inh	PABP1 MLLE inh	Neddyl block	eLon inh	MsrA act	FAS-TE inh	CSN deneddyl inh
Cc1cnc(C(=O)N2CCCC(C(=O)c3ccc(C(C)(C)C)cc3)C2)cn1 (stereo not drawn) is listed as -0.2	-0.7	4	-7	i	2	-2	-15	1
NC(=O)C1CCN(C(=O)c2cc3ccccc3cc2O)CC1 is listed as 0.2	2.0	0	-1	i	5	-3	-4	-1
O=c1c(-c2ccco2)nc2ccccc2n1C(c1ccccc1)c1nc2ccccc2[nH]1 (stereo not drawn) is listed as -0.1	0.9	·	·	i	·	·	·	22
CC1(C(=O)O)CCN1C(=O)c1ccccc1F (stereo not drawn) is listed as 0.1	0.3	-2	-1	i	0	0	-5	1
COc1ccc(OC)c(CN2CCN(S(=O)(=O)c3ccc(NC(C)=O)cc3)CC2)c1 is listed as 0.3	0.7	10*	0	i	-1	-2	0	-6

The results go on.
17) CC(C)n1cnc2cc(NCc3nc4ccccc4n3C)ccc21
18) CCOC(=O)N1CCN(Cc2nc3cc(NC(C)=O)ccc3n2CC)CC1
19) CC1(C)CC(CCC(=O)NC(=S)Nc2ccccc2Cl)C(=O)O1 (stereo not drawn)
20) CC(CN1CCN(C)CC1)OC(=O)c1ccccc1Cl (stereo not drawn)
21) COc1ccc(OCCC(=O)NCc2ccccc2)cc1
22) CS/C(=N\S(=O)(=O)c1cccs1)Nc1ccc(F)c(Cl)c1
23) CCNC(=O)COC(=O)c1ccc(-n2nc(C)cc2C)cc1
24) CC(C)c1ccc(N2C(=O)C(Cl)=C(N3CCOCC3)C2=O)cc1

entry no. | 17 | 18 | 19 | 20 | 21 | 22 | 23 | 24
TbMetRS inhib | -0.6 | -0.4 | -0.6 | -0.2 | -0.8 | 0.6 | -0.3 | -1.2
MsrA inh | -0.4 | 0.1 | 1.6 | -0.6 | 1.2 | 2.4 | 0.3 | -0.8
Rin1-Abl PPI inh | -1 | 2 | 0 | 2 | 2 | 5.0* | 2 | 0
PABP1 MLLE inh | 19 | 8 | 17 | -5 | 8 | 0 | -11 | 17
Neddyl block | i | i | i | i | i | i | i | i
eLon inh | -24 | -1 | -6 | -18 | 1 | -6 | -1 | 5
MsrA act | -2 | -2 | -4 | -5 | 3 | -12 | -3 | -3
FAS-TE inh | -7 | -6 | -4 | -11 | -5 | -6 | -2 | 12
CSN deneddyl inh | 0 | 3 | -2 | 0 | 0 | -11 | -2 | -2

25) Cc1ccsc1C(=O)OCc1nnc(-c2ccccc2)o1
26) CC/C(=N\NC(=O)Nc1nonc1N)c1ccc(OC)c(OC)c1
27) O=C(/C(=N\Nc1ccccc1)Sc1nnnn1-c1ccccc1)c1ccccc1
28) Cc1cccc(C=Nc2ccc3c(c2)oc2ccccc23)c1O
29) CCn1c(=O)[nH]c2ccccc2c1=O
30) COc1ccc(-c2[nH]c3ccccc3c2SCCNC(=O)c2ccccc2)cc1
31) CC1(C)Cc2c(sc(NC(=O)c3ccc4c(c3)OCCO4)c2C(N)=O)C(C)(C)N1
32) O=S(=O)(c1cccs1)N1CCN(CCc2ccccc2)CC1

entry no. | 25 | 26 | 27 | 28 | 29 | 30 | 31 | 32
TbMetRS inhib | -0.4 | 0.1 | 0.3 | -0.7 | -0.7 | -0.4 | 0.1 | -0.5
MsrA inh | 0.7 | -0.9 | 0.3 | -0.7 | -0.5 | 0.2 | 1.1 | -0.4
Rin1-Abl PPI inh | 3 | -2 | -3 | -6 | 0 | 0 | 1 | -1
PABP1 MLLE inh | -8 | 7 | 18 | 8 | 7 | 4 | -2 | 5
Neddyl block | i | i | i | i | i | i | + | i
eLon inh | 1 | -1 | -15 | -10 | -3 | -3 | -12 | 6
MsrA act | 0 | -1 | 0 | 0 | -3 | -3 | -3 | -5
FAS-TE inh | 7 | -2 | -7 | 7 | -5 | 25 | -6 | 5
CSN deneddyl inh | -2 | -1 | -8 | -3 | 1 | 0 | -2 | -2

33) CC(C)NC(=O)C(OC(=O)c1ccccc1)C(OC(=O)c1ccccc1)C(=O)O (stereo not drawn)
34) CN1CCN(Cc2nc(Cc3cccc(F)c3)no2)CC1c1ccccc1 (stereo not drawn)
35) FC(F)(F)c1ccc(N2CCN(c3ncnc4c3nnn4Cc3ccccc3)CC2)nc1
36) Cc1ccc(C2NC(=O)c3ccccc3O2)cc1 (stereo not drawn)
37) CCN1C(=O)[C@H]2[C@H]3CN=C(SCc4ccc(Cl)cc4)N3[C@@](CC)(C(=O)OC)[C@H]2C1=O
38) CC1(C)CC(C)(O)P(=O)(c2ccccc2)O1 (stereo not drawn)
39) COCCn1c(C)cc(C(=O)COc2nc3ccccc3nc2C)c1C
40) O=C1CC(c2nc3ccccc3[nH]2)CN1c1cccc(C(F)(F)F)c1 (stereo not drawn)

entry no. | 33 | 34 | 35 | 36 | 37 | 38 | 39 | 40
TbMetRS inhib | -0.1 | 0.3 | 0.3 | -1.1 | -0.4 | -1.2 | -0.7 | 21*
MsrA inh | 0.7 | -1.3 | -1.9 | 0.2 | -1.2 | 0.1 | 4.8* | -0.3
Rin1-Abl PPI inh | 3 | -3 | 0 | -2 | -2 | -1 | -1 | -1
PABP1 MLLE inh | 17 | 19 | -8 | -5 | 5 | 8 | -5 | 11
Neddyl block | i | i | i | · | i | i | i | i
eLon inh | -5 | 8 | 0 | -7 | 3 | 1 | -8 | -3
MsrA act | 1 | -1 | -1 | 3 | -6 | -9 | -12 | -2
FAS-TE inh | -3 | -4 | -4 | 1 | 4 | -5 | -9 | 10
CSN deneddyl inh | 2 | -6 | 4 | 5 | 2 | -4 | -3 | -3

A few values from the list:
Value of no. 40 in eLon inh: -3
Value of no. 36 in MsrA inh: 0.2
Value of no. 38 in MsrA inh: 0.1
Value of no. 33 in FAS-TE inh: -3

Additional compounds.
41) O=C(N/N=C/c1ccccn1)c1ccncc1
42) CSCCC(NC(=O)COc1ccccc1)C(=O)OCC(=O)c1ccccc1 (stereo not drawn)
43) COC(=O)C1(CC2CC(c3ccccc3)=NO2)CCN(C(=O)OC(C)(C)C)CC1 (stereo not drawn)
44) COc1ccc(NC(=O)CSc2nc3ccccc3nc2N2CCCC2)cc1Cl
45) Cc1ccc(OCC(=O)N2CCCCCC2)c(C)c1
46) CN(C)S(=O)(=O)c1ccc(/C(O)=C2/C(=O)C(=O)N(Cc3cccnc3)C2c2ccncc2)cc1 (stereo not drawn)

entry no. | 41 | 42 | 43 | 44 | 45 | 46
TbMetRS inhib | -0.7 | 0.3 | -0.3 | -0.5 | -0.7 | -1.1
MsrA inh | -1.3 | -0.5 | -0.9 | 0.4 | -1.0 | 2.1
Rin1-Abl PPI inh | -3 | 0 | 2 | -3 | 4 | -3
PABP1 MLLE inh | 10 | 14 | -2 | -1 | -1 | 13
Neddyl block | i | i | i | i | i | i
eLon inh | 3 | -3 | -5 | -5 | -2 | -18
MsrA act | -1 | -2 | -3 | -8 | -3 | -13
FAS-TE inh | -4 | 30 | -11 | 18 | -10 | -11
CSN deneddyl inh | 2 | 1 | 0 | -1 | 4 | 4

From entry 44 to 46, copied from above:
44) COc1ccc(NC(=O)CSc2nc3ccccc3nc2N2CCCC2)cc1Cl
45) Cc1ccc(OCC(=O)N2CCCCCC2)c(C)c1
46) CN(C)S(=O)(=O)c1ccc(/C(O)=C2/C(=O)C(=O)N(Cc3cccnc3)C2c2ccncc2)cc1 (stereo not drawn)

entry no. | 44 | 45 | 46
TbMetRS inhib | -0.5 | -0.7 | -1.1
MsrA inh | 0.4 | -1.0 | 2.1
Rin1-Abl PPI inh | -3 | 4 | -3
PABP1 MLLE inh | -1 | -1 | 13
Neddyl block | i | i | i
eLon inh | -5 | -2 | -18
MsrA act | -8 | -3 | -13
FAS-TE inh | 18 | -10 | -11
CSN deneddyl inh | -1 | 4 | 4
